# TAG inh: triacylglycerol accumulation inhibition; H9c2 cells, Nile Red lipid (TAG) fluorescence; cells loaded with 200 µM oleic acid; inhibition, % at 12.5 µM; AID 651582; actives 0.66% (n = 230,000);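 active = pattern-corrected inhibition of lipid staining of at least 50% with the nuclear-stain viability signal not falling by more than 50%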;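 note: 0% = DMSO wells and 100% = triacsin C control wells; some results filed as inactive read as strong as hits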
# TAG inh DAPI viability: also measured in TAG inh; calls as there; DAPI nuclei signal change (viability), lower = more cytotoxic, %;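 whole-well DAPI fluorescence read on a plate reader as a viability signal; minus 50 percent equals half of cells still viable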
# Numbers without * were called inactive; & = joins results of further samples.
SMILES | TAG inh | TAG inh DAPI viability
CCN(CC(=O)NC(C)(C)C)C(=O)C(c1ccccc1)c1ccccc1 | 2 | 106
CC(C)C(CCNC(=O)CN1C(=O)c2ccccc2C1=O)c1ccco1 (stereo not drawn) | 5 | 0
O=C(CCN1C(=O)C2C3CCC(C3)C2C1=O)Nc1cccc(Cl)c1 (stereo not drawn) | -6 | 2
CCC(C)(C)NC(=S)Nc1ccc(-c2nc3ccc(C)cc3s2)cc1 | 5 | 99
Cc1ccc[n+](C(C(=S)NCc2ccco2)=C([O-])c2ccccc2Cl)c1 | -8 | 3
Cc1ccc(NC(=O)CO/N=C(\N)c2ccccc2)cc1C | -8 | 4
CCO/N=C/c1ccc(OC)c(Oc2nc(OC)cc(OC)n2)c1 | -2 | -5
C[C@H](CO)N1C[C@H](C)[C@@H](CN(C)S(=O)(=O)c2ccccc2)Oc2ccc(NC(=O)CCC(F)(F)F)cc2C1=O | 6 | 2
CN(C)C(=O)c1nc2ccccc2s1 | 5 | 8
COc1ccccc1CC(=O)Nc1ccc2c(c1)CCC2 | -11 | -2
S=C1NC2=C(CCC/C2=C\c2ccc(Cl)cc2)C(c2ccc(Cl)cc2)N1 (stereo not drawn) | 5 | -5
COC(=O)c1cccnc1-n1c(=O)c2cccnc2n(CC(=O)Nc2ccc(Br)cc2)c1=O | -16 | 7
NC(=O)C[n+]1cccc(CNC(=O)c2ccc(OC(F)F)cc2)c1 | 11 | -13
C[C@@H]1CN([C@H](C)CO)C(=O)CCCn2nncc2CO[C@H]1CN(C)Cc1ccncc1 | 4 | -14
CCC(C)Nc1nc(N)c([N+](=O)[O-])c(Nc2cc(OC)ccc2OC)n1 (stereo not drawn) | -3 | -1
Cc1ccc(-n2c(C)cc(/C=N/NC(=O)CN(c3ccc(C)cc3C)S(C)(=O)=O)c2C)cc1 | 20 | -4
COCC(=O)Nc1cccc(C(F)(F)F)c1 | -2 | 3
COCc1cccc(-c2csc(C(NC(C)=O)c3cccc(OC)c3)n2)c1 (stereo not drawn) | 13 | 2
CSc1ccc(/C=N/Nc2nc(C)cc(=O)[nH]2)cc1 | -2 | 1
CCCOC(=O)Cn1cnc2scc(-c3ccc(OC)cc3)c2c1=O | 1 | -2
O=C(O)c1ccc(S(=O)(=O)c2ccc3c(c2)C(=O)N(NC(=O)c2ccncc2)C3=O)cc1 | -9 | 9
COc1cccc(NC(=O)c2nc3nc(C)cc(C(F)F)n3n2)c1 | 2 | -3
CC[N+](CC)(CC(=O)Nc1c(C)cccc1C)Cc1ccccc1 | 16 | 11
CO/N=C(\N)c1ccc([N+](=O)[O-])cc1 | -10 | 2
CC(C)C(c1nnnn1Cc1ccco1)N1CCN(c2cccc(Cl)c2)CC1 (stereo not drawn) | -4 | 6
CNS(=O)(=O)c1ccc2c(c1)oc(=O)c1cc(S(=O)(=O)NC)ccc12 | 7 | -11
CC1=CC(C)(C)N2C(=O)C(=Nc3ccc(O)cc3)c3cccc1c32 | 31 | -22
CC1=CC(=O)C2=C(C)CC[C@@H]3[C@H](OC(=O)[C@H]3C)[C@@H]12 | 28 | 15
O=C(O)c1ccc(-n2c(-c3cc(C4CC4)[nH]n3)n[nH]c2=S)cc1 | -4 | -4
CC(C)(CNCc1ccccc1)NS(=O)(=O)c1ccc(Cl)cc1 | -5 | -8
C/C=C(\C)C(=O)Nc1cccc(C2=NOC3(C2)C[C@H](C(N)=O)N(C(=O)C(c2ccccc2)c2ccccc2)C3)c1 (stereo partly drawn) | -4 | 4
COc1ccc2ccccc2c1/C=N/NC(=O)CC1(C)OCCCO1 | 11 | 0
Cc1ccc(C)c(S(=O)(=O)NCCCN2CCOCC2)c1 | -14 | 8
CCOC(=O)C1=C(C)NC(=O)NC1/C=C/c1ccccc1OC (stereo not drawn) | -1 | 9
Cc1cnc(N)nc1-c1ccccc1 | 9 | -6
CC(=O)c1ccc(NC(=S)Nc2ccc(Br)c(Cl)c2)cc1 | 1 | -2
CCCCCn1c(SC(C)C(C)=O)nc2c1c(=O)[nH]c(=O)n2C (stereo not drawn) | -6 | 0
CCc1nc2c(s1)CCc1onc(-c3ccc(Cl)cc3)c1-2 | -26 | 0
COc1cccc(Cn2c(N)c(C#N)c3nc4ccccc4nc32)c1OC | 17 | -4
NS(=O)(=O)OCC1CCCCC1 | 4 | -2
CCN1CCN(C(=O)C(NS(=O)(=O)c2ccc3nc(C)sc3c2)C(C)C)CC1 (stereo not drawn) | 3 | -3
O=C(Nc1nc2ccc([N+](=O)[O-])cc2s1)C1CCCO1 (stereo not drawn) | 5 | 1
Cc1ccc(N=Nc2c(N)n(-c3ccccc3)[nH]c2=O)cc1 | -4 | -4
COc1cc(OC)cc(C(=O)N(Cc2cc3cc(C)ccc3[nH]c2=O)C(C)C)c1 | 13 | -5
COc1ccc(CCNc2oc(COc3ccccc3)nc2C#N)cc1 | -16 | 12
CCc1nnc(NC(=O)c2ccc(S(=O)(=O)N(CCOC)CCOC)cc2)o1 | -15 | 10
O=C(CSc1nc2ccccc2[nH]1)Nc1nc(-c2ccc(Br)cc2)cs1 | 24 | 14
O=C(COC(=O)c1cccc(S(=O)(=O)NCc2ccccc2)c1)Nc1ccccc1OC(F)F | 13 | -16
Cc1cccc(NC(=S)NCCc2ccccc2)n1 | -3 | -5
Cc1nc(-c2cccc(NS(=O)(=O)c3ccccc3)c2)cs1 | -22 | -11
N=C1SCC(=O)N1c1ncc(Cc2cccc(Cl)c2)s1 | -2 | 4
CCNC(=O)C1CCCN(C(=O)c2cc(C)oc2C)CC1 (stereo not drawn) | -4 | 1
CCCc1cc(-n2cnc3ccccc32)n2c(nc3ccccc32)c1C#N | 16 | -17
CCC(C(=O)OCC(=O)Nc1ccc(C(=O)Nc2ccc(OC)cc2)cc1)c1ccccc1 (stereo not drawn) | 10 | -1
O=C(c1ccc(N2CCCC2=O)cc1)N1CCN(c2ccccc2O)CC1 | -8 | 9
Cc1ccc2oc(C(=O)NCCCN3CCOCC3)c(C)c2c1 | 2 | 4
Cn1nccc1NS(=O)(=O)c1ccc(NC(=O)C(F)(F)F)cc1 | 10 | -12
CCOC(=O)/C(C#N)=C1/C=CN(c2ccccc2)C=N1 | -11 | 9
CC(C)CSc1nc2ccccc2n1CC(=O)O | 0 | 5
COc1ccc(O)c(C(=O)c2cnn(-c3ccccn3)c2)c1 | -9 | -4

# Reprinted from the part before: 5 compounds, then new ones.
SMILES | TAG inh | TAG inh DAPI viability
Cc1ccc2oc(C(=O)NCCCN3CCOCC3)c(C)c2c1 | 2 | 4
Cn1nccc1NS(=O)(=O)c1ccc(NC(=O)C(F)(F)F)cc1 | 10 | -12
CCOC(=O)/C(C#N)=C1/C=CN(c2ccccc2)C=N1 | -11 | 9
CC(C)CSc1nc2ccccc2n1CC(=O)O | 0 | 5
COc1ccc(O)c(C(=O)c2cnn(-c3ccccn3)c2)c1 | -9 | -4
S=C(NN=C1CCN(Cc2ccccc2)CC1)NC1CCCCC1 | -17 | 6
Cc1sc2nc(CSCC(=O)Nc3ccc(C(=O)N(C)C)cc3)[nH]c(=O)c2c1C | 3 | -6
c1ccc(CN2CCN(c3nc(-c4ccccc4)nc4ccccc34)CC2)cc1 | -8 | 19
N#CC1=C(N)Oc2c(oc(CO)cc2=O)C12C(=O)Nc1ccc(Cl)cc12 (stereo not drawn) | -1 | -8
CCCCNC(=O)C1(C)CCN1C(=O)c1ccc(OC)c(C(F)(F)F)c1 (stereo not drawn) | 2 | 0
CC(Oc1ccc(Cl)cc1)C(=O)Nc1cccc(S(=O)(=O)N2CCOCC2)c1 (stereo not drawn) | -33 | 1
Cc1nc2ccc(C(=O)OCc3nnc(-c4ccc(Br)cc4)o3)cc2nc1C | 2 | 3
COc1ccc(NC(=S)N(CCCN2CCOCC2)Cc2ccccn2)cc1 | 24 | -16
CC1(C)Cc2nc3sc4c(N(CCO)CCO)nnnc4c3cc2CO1 | 3 | -3
COc1ccccc1-c1nc(-c2ccc(C)nc2OC)no1 | -6 | 11
Cn1cc(P(=S)(N2CCOCC2)N2CCOCC2)cc1P(=S)(N1CCOCC1)N1CCOCC1 | 8 | -11
CC1=CS(=O)(=O)CC1Sc1ncn[nH]1 (stereo not drawn) | -13 | 10
COc1ccc(C2=NS(=O)(=O)N(C)C(C(=O)N3C(C)CCCC3C)=C2)cc1 (stereo not drawn) | 9 | 2
CCc1cc(C(N)=S)ccn1 | 10&-9 | 8&2
CCC(C)N(C(=O)Cn1cnc2c1c(=O)n(C)c(=O)n2C)C1CCS(=O)(=O)C1 (stereo not drawn) | -14 | -5
CC(C)NC(=O)N(C)C[C@H]1Oc2ccc(NC(=O)CCC(F)(F)F)cc2C(=O)N([C@H](C)CO)C[C@@H]1C | -5 | 3
Cc1nn(-c2ccncc2)c2c1C(=O)CC(C)(C)C2Br (stereo not drawn) | 3 | -6
O=C(NCc1cccnc1)c1cc(C2CCCCN2C(=O)c2cccs2)on1 (stereo not drawn) | -15 | 23
CC1(C(=O)NS(=O)(=O)c2ccccc2Cl)CCN1C(=O)CCc1ccc(Cl)cc1Cl (stereo not drawn) | 28 | -18
COc1ccc(-c2ccc3c(c2)C2CC3CCN2S(=O)(=O)c2ccccc2C)cc1 (stereo not drawn) | 1 | -14
COC(=O)CSc1[nH]c2ccc(Br)cc2c1[N+](=O)[O-] | 10 | 2
O=C1C=C(NCc2ccco2)CC(c2ccc(Cl)cc2)C1 (stereo not drawn) | -9 | 6
Cc1cc(Nc2ncc(Cl)cc2Cl)n(-c2ccccn2)n1 | -1 | -6
COC(C[C@@H]1O[C@@H]1[C@H](O)[C@H](C)OCc1ccccc1)OC | -1 | 1
COc1ccc(CCN2C(=S)N(C)C(=O)C2CC(=O)Nc2ccc(F)cc2)cc1 (stereo not drawn) | -2 | 6
COCCNC(=O)C(c1cccs1)N(C(=O)Cn1nnc2ccccc21)c1ccc(OC)cc1 (stereo not drawn) | 5 | 5
O=C1CCCN1CCCNS(=O)(=O)c1ccc(F)cc1F | 0 | 2
O=P(O)(O)C(O)C(F)(F)C(F)(F)C(F)(F)C(F)F (stereo not drawn) | -5 | -8
O=C(c1ccccn1)N1CCN(S(=O)(=O)c2ccc3ccccc3c2)CC1 | -16 | 6
Cc1ccc(-c2ccccc2NC(=O)C2C3C=CC(C3)C2C(=O)O)o1 (stereo not drawn) | -33 | -1
CCn1nnnc1-c1ccc(OC)c(S(=O)(=O)Nc2ccccc2OC)c1 | -7 | 1
Cc1cc(OC(=O)N2CCCCC2)cc(C)c1Cl | 0 | -2
S=C(NCc1ccccc1)Nc1cccc2ccccc12 | -32 | 16
COc1ccc(C(=O)C(CN2CCCC2)c2ccccc2)cc1 (stereo not drawn) | 19 | -10
COc1ccc(S(=O)(=O)NC(C)C(=O)Nc2cccc(C(C)=O)c2)cc1 (stereo not drawn) | -17 | 3
COc1ccc(NC(=O)CN(C)CC(=O)Nc2cccc(C(F)(F)F)c2)cc1 | -9 | 6
COC(=O)C1(CC2CC(c3ccccc3)=NO2)CCN(C(=O)OC(C)(C)C)CC1 (stereo not drawn) | -3 | 8
O=S(=O)(NCc1ccccc1F)c1cccc(S(=O)(=O)N2CCOCC2)c1 | -5 | -11
CCOc1ccc(OCC)c(NC(=O)CCSCCc2ccccn2)c1 | -8 | 7
O=C(c1cn(-c2ccccc2)nc1-c1cccnc1)N1CCN(S(=O)(=O)c2cccc(F)c2)CC1 | 9 | -1
CS(=O)(=O)N1CCN(c2ccc(NC(=S)NC(=O)c3ccc4c(c3)OCO4)cc2)CC1 | 9 | -11
O=C(Nc1ccccc1N1CCOCC1)C1CCN(S(=O)(=O)c2ccc(Cl)cc2)CC1 | -8 | 4
COc1ccccc1NC(=O)Cn1c(=O)n(CCc2c[nH]c3ccccc23)c(=O)c2cccnc21 | 12 | 7
O=C(/C=C/c1ccco1)NC1CCCC1 | -5 | 5
Cc1ccccc1C1=N/C(=C/c2cccnc2)C(=O)O1 | 12 | 3
COc1ccccc1/C=N/NC(=O)c1ccccc1NS(=O)(=O)c1ccc(C)cc1 | 14 | -6
CCn1nc(C)c(CN2CCN(Cc3ccsc3)C(CCO)C2)c1C (stereo not drawn) | -4 | -1
NS(=O)(=O)c1ccc(CCNC(=O)/C=C/c2ccccc2[N+](=O)[O-])cc1 | 12 | 136

# Record cards (already shown).
# CC[N+](CC)(CC(=O)Nc1c(C)cccc1C)Cc1ccccc1 as listed: TAG inh = 16; TAG inh DAPI viability = 11
# CCN1CCN(C(=O)C(NS(=O)(=O)c2ccc3nc(C)sc3c2)C(C)C)CC1 (stereo not drawn) as listed: TAG inh = 3; TAG inh DAPI viability = -3
# O=C(c1ccccn1)N1CCN(S(=O)(=O)c2ccc3ccccc3c2)CC1 as listed: TAG inh = -16; TAG inh DAPI viability = 6

# (cont.)
SMILES | TAG inh | TAG inh DAPI viability
CC1(Cc2c(Cl)cccc2Cl)C(=O)Nc2cc(-c3ccccc3Cl)ccc21 (stereo not drawn) | -8 | -1
Nn1c(COc2ccc(Cl)cc2)n[nH]c1=S | 10 | 0
Cc1ccc(CN2CC(C(=O)NNC(=O)Cn3ccc(C(F)(F)F)n3)CC2=O)cc1 (stereo not drawn) | -11 | 1
CCOC(=O)C(NC(=O)Nc1ncccn1)(Oc1ccccc1)C(F)(F)F (stereo not drawn) | -16 | 5
CCN(CC)C(=S)SCC(=O)Nc1cccc(C(F)(F)F)c1 | -4 | -3
N#CCCN(C(=O)CSc1nc2nc(-c3cccs3)cc(C(F)(F)F)c2c(=O)[nH]1)c1ccccc1 | 4 | 10
COc1cc(C(=O)NCC(=O)N/N=C(/C)c2ccc3c(c2)CCCC3)cc(OC)c1OC | -8 | 18

# Some of the compounds tested; rates above refer to the full screens.
